Screens from PubChem BioAssay.
Bim-Bfl-1: disrupts Bim binding to human Bfl-1; 0.12% of 190,000 active; Q16548; AID 1008; inhibition, % at 10 µM; Bead-based flow cytometry, Bim-Bfl-1 binding inhibition;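 note: 0% = wells without compound plus tracer and 100% = blocker peptide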
Bim-Bcl-B: disrupts Bim peptide binding to human Bcl-B. Q9HD36. bead-based flow cytometry. inhibition, % at 10 µM. 0.073% of 190,000 active. AID 951;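 note: 0% = tracer peptide without compound and 100% = reference inhibitor peptide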
Target sequence (Q9HD36 whole entry, looked up): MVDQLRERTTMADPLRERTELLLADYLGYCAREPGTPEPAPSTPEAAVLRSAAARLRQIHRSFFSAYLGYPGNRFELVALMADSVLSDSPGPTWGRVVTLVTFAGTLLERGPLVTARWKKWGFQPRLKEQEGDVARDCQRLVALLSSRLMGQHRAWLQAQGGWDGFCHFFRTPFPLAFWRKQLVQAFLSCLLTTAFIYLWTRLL
RGS7-Gao: human RGS7-Galphao interaction regulation; P09471; binding response (% of control), % at 10 µM; Multiplexed bead flow cytometry, RGS7-Galphao binding; actives lie on both sides; 0.35% of 220,000 active; AID 1439; in the data active = binding response below about 49% or above about 150%; inconclusive = no clear call, values can overlap the other calls; inactive = in between;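 note: fluorescent Galphao held in activated GDP-AlF4 state binding bead-coupled RGS7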
Bim-Bcl-2: inhibitors of Bim-Bcl-2 interaction, human | P10415 | Bead-based flow cytometry, Bim peptide-Bcl-2 binding | inhibition, % at 10 µM | 0.06% of 190,000 active | AID 950; in the data active = inhibition above about 40%; inconclusive = no clear call, values can overlap the other calls;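 note: 0% = no compound wells with probe peptide and 100% = reference peptide inhibitor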
Target sequence (P10415 whole entry, looked up): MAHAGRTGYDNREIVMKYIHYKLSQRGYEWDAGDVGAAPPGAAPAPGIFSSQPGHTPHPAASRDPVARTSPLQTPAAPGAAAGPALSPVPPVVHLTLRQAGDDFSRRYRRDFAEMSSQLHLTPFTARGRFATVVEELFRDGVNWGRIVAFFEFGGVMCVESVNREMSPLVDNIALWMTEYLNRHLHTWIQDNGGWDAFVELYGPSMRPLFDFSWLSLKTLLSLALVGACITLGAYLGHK
Bim-Mcl-1: inhibitors of Bim-Mcl-1 interaction, human; Q07820; Bead-based flow cytometry, Bim peptide-Mcl-1 binding; inhibition, % at 10 µM; 0.1% of 190,000 active;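 note: 0% = no compound tracer wells and 100% = peptide blocker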
Target sequence (Q07820 whole entry, looked up): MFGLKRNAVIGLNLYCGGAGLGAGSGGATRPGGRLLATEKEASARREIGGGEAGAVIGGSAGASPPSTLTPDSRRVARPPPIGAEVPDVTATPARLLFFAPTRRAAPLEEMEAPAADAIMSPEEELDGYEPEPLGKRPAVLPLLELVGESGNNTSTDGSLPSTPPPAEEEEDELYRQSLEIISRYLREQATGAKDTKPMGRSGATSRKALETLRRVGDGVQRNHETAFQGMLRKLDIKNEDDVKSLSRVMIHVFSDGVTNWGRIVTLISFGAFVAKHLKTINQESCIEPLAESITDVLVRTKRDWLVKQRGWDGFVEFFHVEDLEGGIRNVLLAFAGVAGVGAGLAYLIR
Bcl-XL Bim block: human Bim-Bcl-XL interaction inhibition; inhibition, % at 10 µM; Q07817; Bim peptide-Bcl-XL binding, bead flow cytometry, fluorescence; AID 1007; 0.04% of 190,000 active
ABCB1 inh: human ABCB1 inhibition, ABCG2 as counter-screen. P08183. CCRF-Adr cells, JC-1 efflux, flow cytometry. 0.067% of 190,000 active. AID 1326. inhibition, % at 6.6 µM; in the data active = inhibition above about 40%;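 note: 0% = vehicle and 100% = reference inhibitor; higher value means more JC-1 retained so stronger ABCB1 efflux block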
RGS8-Gao reg: regulators of human RGS8-Galphao interaction; P09471; multiplexed bead flow cytometry, RGS8-Galphao binding; actives lie on both sides; response (percent of control binding), % at 10 µM; 0.34% of 220,000 active; AID 1423; in the data active = response below about 60% or above about 140%; inactive = in between;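 note: Galphao activated as the GDP aluminium fluoride complex binding bead-coupled RGS8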
RGS4-Gao reg: human RGS4-Galphao interaction regulation; P09471; AID 1415; Multiplexed bead flow cytometry, RGS4-Galphao binding; actives lie on both sides; binding response (% of control), % at 10 µM; 0.33% of 220,000 active; in the data active = binding response below about 49% or above about 150%; inactive = in between;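 note: fluorescent Galphao activated with aluminum fluoride binding bead-coupled RGS4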
ABCG2 inh: blocks JC-1 efflux by human ABCG2 transporter; Q9UNQ0; IgMXP3 cells, flow cytometry; inhibition, % at 6.6 µM; 0.1% of 190,000 active; AID 1325;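 active = inhibition above 80%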;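 note: 0% = DMSO and 100% = nicardipine control wells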
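Read-out basis: Efflux inhibition in percent versus controls | Test system: ABCG2 IgMXP3 and barcoded ABCB1 CCRF-Adr cell mix | Quantity: 3 million cells/mL in well | Schedule: 10 min at 25 °C | Control set: Nicardipine as high control, DMSO as low control | Reagent: JC-1 as fluorescent efflux pump substrate | Signal: Flow cytometry of retained JC-1 fluorescence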
Bim-Bcl-W: human Bim-Bcl-W interaction inhibition. bead-based flow cytometry, Bim peptide-Bcl-W binding. inhibition, % at 10 µM. 0.02% of 190,000 active;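 note: 0% = bound tracer without compound and 100% = peptide blocker; higher means less fluorescent Bim peptide bound to Bcl-W beads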
Target sequence (Q92843 whole entry, looked up): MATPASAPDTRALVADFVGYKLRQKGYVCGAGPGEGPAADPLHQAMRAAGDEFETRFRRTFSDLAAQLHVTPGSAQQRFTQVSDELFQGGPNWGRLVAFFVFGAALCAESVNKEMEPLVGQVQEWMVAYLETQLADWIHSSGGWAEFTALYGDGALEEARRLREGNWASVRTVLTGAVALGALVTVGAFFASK
Active calls of the source: *; ? = inconclusive. Cut-off read from the data, not from the text of the source, unless noted: active = inhibition above about 40%.

SMILES | Bim-Bfl-1 | Bim-Bcl-B | RGS7-Gao | Bim-Bcl-2 | Bim-Mcl-1 | Bcl-XL Bim block | ABCB1 inh | RGS8-Gao reg | RGS4-Gao reg | ABCG2 inh | Bim-Bcl-W
CCNC(=S)N1CCN(C(=O)C(Cc2ccccc2)NC(C)=O)CC1 (stereo unspecified) | -3 | -3 | 100 | -5 | 0 | -2 | 0.9 | 99 | 102 | 3 | -1
CCCc1cc(=O)oc2cc(C)c(CN3CCCC3)c(O)c12 | -3 | -5 | 99 | -2 | -1 | -2 | -0.2 | 105 | 98 | 0 | 7
Cc1ccc(-n2c(-c3ccccc3)n[nH]c2=S)cc1 | 11 | -54 | 105 | -3 | -8 | -2 | -0.8 | 101 | 101 | -1 | -6
COc1ccc2nc(N3CCCC(C(=O)NCCCN4CCN(C)CC4)C3)sc2c1 (stereo unspecified) | -1 | 0 | 101 | -2 | 0 | 0 | 0.2 | 102 | 101 | 1 | -2
CCC(C)NC(=O)CSc1nnc(-c2cc(-c3cccs3)nc3ccccc23)o1 (stereo unspecified) | -7 | -7 | 99 | -6 | 5 | -6 | 0.3 | 102 | 103 | 1 | 4
COc1ccc(-c2nnc(SCC(=O)Nc3cc(S(=O)(=O)N4CCCCC4)ccc3Cl)n2N)cc1 | -1 | 0 | 101 | -2 | -1 | -3 | 0.0 | 92 | 99 | 2 | 0
CCn1c(CNC(=O)c2ccco2)nnc1SCC(=O)c1ccccc1 | -5 | 0 | 98 | -2 | 4 | 1 | 0.3 | 101 | 100 | 3 | 2
O=C(Nc1ccccc1C(=O)NCc1cccnc1)c1ccco1 | -6 | -6 | 105 | -1 | -1 | 2 | 0.3 | 105 | 105 | 3 | 2
O=S(=O)(CCc1nc2ccccc2[nH]1)c1ccc(Br)cc1 | -3 | -6 | 101 | -4 | -5 | -9 | 0.7 | 104 | 105 | 2 | -5
O=C(Nc1ccccc1C(F)(F)F)c1cc(-c2ccccc2O)on1 | -5 | -8 | 102 | -9 | -2 | -7 | 0.1 | 99 | 99 | 2 | -1
CC(=O)c1cc(-c2ccc(F)cc2)n(CCC(=O)Nc2cccc(C)n2)c1C | -7 | 1 | 106 | -2 | 2 | 0 | 2.0 | 101 | 106 | 12 | 0
Cc1ccc(S(=O)(=O)N(C)c2ccc(OC(=O)c3ccc(=O)[nH]c3)cc2)cc1 | -3 | -3 | ? | -4 | 0 | -1 | 0.2 | 103 | 103 | 4 | -4
CCn1c(SCC(=O)NC(=O)Nc2ccc3c(c2)OCCO3)nnc1-c1cccs1 | 0 | 1 | 102 | -4 | 0 | 0 | 0.5 | 105 | 100 | 3 | 0
S=c1nc(Cc2ccc(Cl)cc2)[nH]c2ccccc12 | -7 | -8 | 98 | -7 | -5 | -8 | 0.4 | 98 | 93 | 1 | -6
CCOC(=O)C1CCCN(Cc2ccccc2F)C1 (stereo unspecified) | 0 | 0 | 98 | 1 | -11 | -7 | 0.9 | 86 | 99 | 3 | -6
C=CCNc1nc(Nc2ccc(Cl)cc2)nc(OC)n1 | -6 | -5 | 96 | -2 | -4 | -2 | 0.3 | 99 | 98 | 5 | -4
CCOC(=O)c1cccnc1SCC(=O)NCc1ccccc1 | -2 | -3 | 95 | -5 | 1 | -2 | 0.9 | 95 | 98 | 4 | -2
Cc1nn(C)cc1NC(=O)CCSc1nc(-c2ccco2)cc(C(F)(F)F)n1 | 2 | -6 | 97 | -3 | 2 | 0 | 1.7 | 100 | 100 | 16 | 5
O=C1CN(c2ccccc2F)C(=O)CN1c1ccccc1F | -9 | -7 | 97 | -4 | 0 | -6 | 0.2 | 100 | 100 | 1 | 0
CCc1ccccc1NC(=O)CSc1nc2ccccc2n1CC(=O)N(C)C | -8 | -6 | 94 | -8 | -2 | -7 | 0.1 | 99 | 99 | 0 | -4
c1ccc(-n2cnc3ccccc32)cc1 | -5 | -2 | 112 | -3 | 0 | -2 | 0.3 | 103 | 102 | 10 | 1
CCOC(=O)N1CCN(c2ncnc3c2[nH]c2ccc(F)cc23)CC1 | -2 | -5 | 95 | 0 | -4 | -5 | 3.3 | 98 | 98 | 15 | -4
CC(C)(C)c1ccc(S(=O)(=O)N2CCSC2)cc1 | -1 | -3 | 101 | -1 | -3 | -8 | -0.1 | 104 | 104 | 2 | -2
C=CCC1(NC(C)c2ccccc2)CCCCC1 (stereo unspecified) | -1 | -3 | 103 | -5 | 1 | -5 | 0.6 | 108 | 104 | 0 | -3
CCC1(C)Cc2c(sc3c2c2ncnn2c2nnc(SCC(=O)NCc4ccco4)n32)CO1 (stereo unspecified) | -4 | -3 | 95 | 0 | 4 | 3 | 0.1 | 101 | 97 | 1 | 0

Profiles as entered above. Order of values: Bim-Bfl-1	Bim-Bcl-B	RGS7-Gao	Bim-Bcl-2	Bim-Mcl-1	Bcl-XL Bim block	ABCB1 inh	RGS8-Gao reg	RGS4-Gao reg	ABCG2 inh	Bim-Bcl-W
Profile of CCC1(C)Cc2c(sc3c2c2ncnn2c2nnc(SCC(=O)NCc4ccco4)n32)CO1 (stereo unspecified) : -4	-3	95	0	4	3	0.1	101	97	1	0
Profile of CC(C)(C)c1ccc(S(=O)(=O)N2CCSC2)cc1 : -1	-3	101	-1	-3	-8	-0.1	104	104	2	-2
Profile of CCCc1cc(=O)oc2cc(C)c(CN3CCCC3)c(O)c12 : -3	-5	99	-2	-1	-2	-0.2	105	98	0	7
Profile of CCOC(=O)C1CCCN(Cc2ccccc2F)C1 (stereo unspecified) : 0	0	98	1	-11	-7	0.9	86	99	3	-6

Next section.
SMILES | Bim-Bfl-1 | Bim-Bcl-B | RGS7-Gao | Bim-Bcl-2 | Bim-Mcl-1 | Bcl-XL Bim block | ABCB1 inh | RGS8-Gao reg | RGS4-Gao reg | ABCG2 inh | Bim-Bcl-W
Cc1ccc(-c2cc(C(F)F)n3ncc(C(=O)N4CCN(c5cccc(C)c5C)CC4)c3n2)cc1 | 0 | -3 | 98 | -3 | -3 | -2 | 1.1 | 101 | 103 | 4 | -3
Nc1nc(SCc2ccc(Cl)cc2Cl)nc2nc3c(cc12)CCCC3 | 2 | -13 | 96 | -5 | -6 | -6 | -0.5 | 100 | 97 | -4 | -5
Cn1c(=O)oc2cc(S(=O)(=O)N3CCN(Cc4ccc5c(c4)OCO5)CC3)ccc21 | -16 | -11 | 97 | -13 | -2 | -6 | 0.7 | 102 | 104 | 4 | 3
O=C(COC(=O)c1ccc(Cl)nc1)Nc1ncc(Cl)cc1Cl | -4 | -2 | ? | -1 | 0 | -4 | 0.0 | 100 | 100 | 2 | 0
Cc1ccccc1CN(c1ccc(C(=O)N/N=C/c2ccc(OCC(N)=O)cc2)cc1)S(C)(=O)=O | -4 | 0 | 101 | -1 | -1 | 3 | -1.6 | 106 | 103 | -9 | 2
COc1ccc(C(=O)COC(=O)CCN2C(=O)[C@@H]3[C@H](C2=O)[C@@H]2C[C@H]3C(Br)C2Br)cc1 (stereo partly specified) | 0 | -3 | 102 | -1 | -3 | -3 | -0.1 | 106 | 103 | -1 | 1
CN(C(=O)COC(=O)c1cc(S(=O)(=O)N2CCOCC2)c(Cl)cc1Cl)C1CCS(=O)(=O)C1 (stereo unspecified) | -6 | -5 | 100 | -2 | -1 | -1 | 0.0 | 101 | 102 | 0 | -4
CC(C)c1c(O)cc(-c2ccncc2)n(-c2ccc(Cl)cc2)c1=O | -7 | -7 | 107 | -5 | -5 | -9 | 0.3 | 112 | 102 | 2 | -3
Cc1ccc2oc(=O)c3cnn(CC(=O)NCCN(C)C)c3c2c1 | -8 | -6 | 101 | -3 | 0 | -8 | 0.6 | 98 | 100 | 5 | -5
O=C(Nc1nc2c(s1)CCCC2)c1cc2n(n1)C(C(F)(F)F)CC(C1CC1)N2 (stereo unspecified) | -10 | -10 | 99 | -7 | -1 | -3 | 1.5 | 100 | 99 | 6 | 1
Cc1nn(Cc2ccc(Cl)cc2)c(Cl)c1/C=N/NC(=O)CNc1ccccc1F | 0 | 0 | 101 | 0 | 0 | 5 | 0.5 | 96 | 99 | 38 | 2
O=C(Cc1ccc(-c2ccccc2)cc1)N1CCOCC1 | -10 | -9 | 101 | -10 | -1 | -3 | -0.4 | 101 | 103 | -2 | 0
COC(=O)C1CCN(C2CC(=O)N(c3cc(C)cc(C)c3)C2=O)CC1 (stereo unspecified) | -1 | 0 | 97 | 1 | 2 | 1 | -0.1 | 99 | 102 | 0 | 5
O=[N+]([O-])c1cccc(-c2ccc(SCc3ccccn3)nn2)c1 | -6 | -1 | 102 | -2 | 0 | -1 | 0.0 | 101 | 95 | 0 | 0
Cc1ncsc1C(=O)Nc1nc2c(s1)CCCC2 | -1 | -1 | 99 | -2 | -2 | 0 | 0.2 | 99 | 99 | 2 | -2
O=C(NC1CCCCCC1)c1ccc(S(=O)(=O)NCc2ccco2)cc1 | 6 | -6 | 92 | 0 | 1 | 0 | 0.2 | 98 | 94 | 1 | 0
CCc1ccccc1N1C(=O)C2CC(C)=C(C)CC2C1=O (stereo unspecified) | 0 | 0 | 100 | -1 | -2 | 0 | 1.2 | 101 | 99 | 7 | -1
CC(C)CSc1nc2ccccc2n1CC(=O)O | -6 | -5 | 100 | 0 | 0 | -2 | 1.2 | 104 | 98 | 3 | -1
N#Cc1ccccc1S(=O)(=O)N1CCN(c2ccc(S(=O)(=O)N3CCOCC3)cn2)CC1 | 17 | 8 | 97 | 8 | 3 | 10 | -0.2 | 94 | 98 | -4 | 3
CCN(c1cccc(C)c1)S(=O)(=O)c1ccc2c3c(cccc13)C(=O)N2 | 4 | -3 | 96 | 2 | 1 | -3 | 0.7 | 100 | 96 | 3 | -1
Cc1ccc(-c2nc3ccccc3o2)cc1NC(=S)NC(=O)c1cc2ccccc2o1 | 4 | -2 | 96 | 2 | -6 | -8 | 0.1 | 96 | 94 | -1 | -4
COc1ccc2c(C)cc(SCC(=O)Nc3cccnc3Cl)nc2c1 | 0 | 3 | 104 | 1 | 12 | 6 | 1.1 | 99 | 101 | 15 | 3
CCCN(CCC)CCCNC(=O)c1cc2c(=O)[nH]c3ccccc3c2n1C | -4 | -1 | 104 | -3 | 0 | -2 | 0.6 | 99 | 103 | 1 | 0
C=CCn1c(SCC(=O)C(C)(C)C)nnc1-c1cccs1 | -7 | -7 | 102 | -7 | 2 | -8 | 0.8 | 99 | 99 | 2 | 0
CSc1cccc(NS(=O)(=O)c2cccs2)c1 | -10 | -9 | 97 | -8 | -1 | -5 | 0.2 | 100 | 102 | 0 | 0
CC1(C)Cc2c(sc3c2c(=N)n(Cc2ccco2)c(=O)n3Cc2ccccc2)CO1 | -12 | -6 | 92 | -10 | -1 | -2 | 0.5 | 94 | 92 | -1 | 0
COc1cccc(NC(=O)CCCn2c(=S)[nH]c3ccccc3c2=O)c1 | -15 | -13 | 112 | -12 | -2 | -11 | 2.2 | 112 | 113 | 79 | -1
O=C1c2cccnc2C(=O)N1Cc1cccs1 | -6 | -6 | 95 | -4 | 0 | -6 | -2.5 | 97 | 97 | -4 | -2
CS(=O)(=O)Nc1nnc(SCC(=O)N(c2ccccc2)c2ccccc2)s1 | -3 | -6 | 97 | 2 | -7 | -8 | -0.6 | 84 | 97 | 2 | -3
CCC(c1nnnn1C(C)(C)CC)N(CCCO)Cc1cc2cc(C)cc(C)c2[nH]c1=O (stereo unspecified) | -12 | -9 | 99 | -11 | -7 | -8 | 0.4 | 101 | 104 | 5 | -4

This is a random part of the collection; overall some 0.94% were active at least once.
